OXTR potentiator: potentiators of human oxytocin receptor; P30559; CHO-OTR cells, Fluo-8 calcium fluorescence, potentiator mode; 0% = oxytocin EC15, 100% = EC100; activation, % at 3 µM; hit rate 0.061% among 320,000; AID 2445;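 active means activation above that plate's cutoff, the mean activation of tested compounds plus 3 SD, cut at about 6.6% in these data, passing the limit was not always enough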;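 further: 100% uses oxytocin at 75 nM as the full agonist control; some results filed as inactive read as strong as hits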
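System: human OTR in CHO cells / Also added: sub-maximal oxytocin, roughly EC15 / Control set: EC15 oxytocin low, 75 nM oxytocin high / Schedule: 6 min compound pre-incubation at room temperature, 100 s kinetic read / Compound: single-point 3.0 µM / Replication: singlicate / Technique: Fluo-8 calcium dye fluorescence / Read-out basis: % activation of max/min ratio relative to oxytocin controls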
MEKK2wt PB1 HTS: raises or lowers MEK5 binding to wildtype human MEKK2 PB1 domain; AID 1531; hit rate 1.1% among 290,000; bead flow cytometry, Alexa488-MEK5 binding to MEKK2 WT; actives lie on both sides; Q9Y2U5; binding response (% of control), % at 10 µM; in the data active means binding response below about 67% or above about 130%
M18AAP inhibitor: PfM18AAP enzyme inhibition; recombinant PfM18AAP, H-Glu-NHMec fluorogenic cleavage; inhibition, % at 7.35 µM; hit rate 1.2% among 290,000; AID 1822;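 active means inhibition above the campaign mean inhibition over all tested compounds plus 3 SD, cut at about 28% in these data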;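 further: 0% = plate median of test compound wells and 100% = 2 mM ZnCl2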
NALP1 inh: inhibitors of NALP1 inflammasome in yeast; hit rate 0.61% among 280,000; S. cerevisiae NALP1/ASC/caspase-1 growth, X-gal OD620, 72 h; AID 2071; inhibition, % at 10 µM; in the data active means inhibition mostly above about 24%, no sharp cut-off; inactive means mostly below about 32%; further: some compounds called inactive have numbers as strong as hits
V1aR counter: V1a receptor agonism, counter-screen for OXTR agonists; P37288; CHO-V1R cells, Fluo-8 calcium fluorescence, agonist mode; 0% DMSO, 100% 3 nM vasopressin; activation, % at 3 µM; AID 2797; hit rate 0.25% among 320,000;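 active means activation above the mean activation of all tested compounds plus 3 SD, per screening run, cut at about 20% in these data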;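 further: signal is peak over basal fluorescence ratio across a 100 second FLIPR read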
Target sequence (P37288 whole entry, looked up): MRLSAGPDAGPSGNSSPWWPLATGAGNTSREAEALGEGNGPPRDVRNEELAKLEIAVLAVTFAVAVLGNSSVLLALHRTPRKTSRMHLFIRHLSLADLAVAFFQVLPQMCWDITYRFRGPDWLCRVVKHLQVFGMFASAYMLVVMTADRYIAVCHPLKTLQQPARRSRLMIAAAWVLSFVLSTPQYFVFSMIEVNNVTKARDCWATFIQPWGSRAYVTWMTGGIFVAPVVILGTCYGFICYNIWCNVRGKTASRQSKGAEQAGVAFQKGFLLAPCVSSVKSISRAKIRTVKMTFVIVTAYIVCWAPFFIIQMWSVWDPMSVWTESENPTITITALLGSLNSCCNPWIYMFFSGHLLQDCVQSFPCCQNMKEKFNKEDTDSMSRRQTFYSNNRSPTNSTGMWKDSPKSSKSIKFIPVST
OXTR ag: agonists of human oxytocin receptor; hit rate 0.32% among 320,000; activation, % at 3 µM; AID 2435; CHO-OTR cells, Fluo-8 calcium fluorescence; normalized: DMSO 0%, oxytocin 100%;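 active means activation above the mean of all tested compounds plus 3 SD, cutoff set per screening run, cut at about 20% in these data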;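 further: peak over basal fluorescence ratio from a 100 s FLIPR kinetic read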
MEKK2mut PB1 HTS: signal of MEK5 binding to mutant human MEKK2 PB1 domain; hit rate 0.35% among 290,000; bead flow cytometry, Alexa488-MEK5 binding to MEKK2 mutant; percent response, % at 10 µM; in the data active means percent response above about 24%, passing the limit was not always enough; further: inactives centre near 1; some results filed as inactive read as strong as hits
GPR7 antagonist: human neuropeptides B/W receptor 1 antagonism; P48145; GPR7-expressing cells, fluorescence antagonist assay; inhibition, % at 4.4 µM; hit rate 1.1% among 290,000; AID 1861; in the data active means inhibition above about 16%, passing the limit was not always enough;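 further: cells stimulated with the agonist NPW; 0% = agonist with vehicle and 100% = vehicle without agonist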
Target sequence (P48145 whole entry, looked up): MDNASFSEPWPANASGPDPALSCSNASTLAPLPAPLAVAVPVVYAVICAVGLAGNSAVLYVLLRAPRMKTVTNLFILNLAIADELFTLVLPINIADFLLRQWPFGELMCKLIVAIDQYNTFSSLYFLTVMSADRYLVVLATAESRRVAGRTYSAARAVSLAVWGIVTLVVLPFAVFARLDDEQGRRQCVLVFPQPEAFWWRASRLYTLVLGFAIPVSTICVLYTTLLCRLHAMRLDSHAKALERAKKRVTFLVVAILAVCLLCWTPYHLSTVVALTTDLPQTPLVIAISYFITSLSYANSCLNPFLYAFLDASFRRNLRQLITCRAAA
GalR3 antag: antagonists of human GalR3; AID 651719; O60755; HEK293 GalR3-CNG cAMP membrane potential fluorescence; galR3 body fused to GalR1 C-terminus; inhibition, % at 3 µM; hit rate 0.44% among 360,000;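 active means inhibition above the screen-wide average plus 3 SD, cut at about 13% in these data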;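 further: forskolin and galanin both at EC90 stimulate the cells; cAMP rise reported by CNG channel membrane potential dye signal; 0% = forskolin plus galanin with DMSO and 100% = forskolin alone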
Target sequence (O60755 1-299 limits assumed): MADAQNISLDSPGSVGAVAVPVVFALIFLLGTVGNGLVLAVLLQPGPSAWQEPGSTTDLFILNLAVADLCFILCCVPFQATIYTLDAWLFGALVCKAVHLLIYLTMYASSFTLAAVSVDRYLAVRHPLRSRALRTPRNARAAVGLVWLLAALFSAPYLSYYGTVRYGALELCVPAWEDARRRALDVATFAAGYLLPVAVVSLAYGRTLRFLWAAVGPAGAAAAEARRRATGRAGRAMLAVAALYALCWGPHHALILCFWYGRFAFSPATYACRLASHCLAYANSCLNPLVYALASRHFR
* marks the source's active call; other numbers are inactive results; / = no result given.

SMILES | OXTR potentiator | MEKK2wt PB1 HTS | M18AAP inhibitor | NALP1 inh | V1aR counter | OXTR ag | MEKK2mut PB1 HTS | GPR7 antagonist | GalR3 antag
O=C1/C(=C\c2cccs2)N=C(c2cccs2)N1Nc1ccccc1 | -6 | 64 | -4 | -17 | 0.8 | -0.3 | -11 | 5 | 0
COCCNC(=O)CN(C(=O)Cn1nnc2ccccc21)c1ccc(F)c(Cl)c1 | -6 | 103 | -7 | 9 | 0.4 | 1.6 | 2 | -14 | -5
Cc1ccc(S(=O)(=O)Oc2ccccc2/C=N/NC(N)=S)cc1 | -9 | 97 | -5 | -3 | 1.3 | 2.8 | -3 | 16 | -16
O=C(CSc1nc2ccccc2n1Cc1ccc(Cl)cc1)N/N=C/c1ccc(C(=O)O)cc1 | -20 | 99 | 3 | 10 | 1.6 | -1.2 | 0 | -12 | -1
Cc1cccc(-n2cc(-c3ccccc3)c3c(=O)[nH]cnc32)c1 | -11 | 101 | -2 | 18 | -0.1 | -2.5 | 2 | -17 | -10
O=C(CCC(=O)N1CCN(c2ccccn2)CC1)Nc1nnc(C2CCCCC2)s1 | -5 | 102 | 7 | -6 | 0.5 | 0.6 | 3 | -2 | -1
CSc1cccc(N2CC(C(=O)N(Cc3nnc(-c4ccccc4Cl)o3)C3CC3)CC2=O)c1 (stereo unspecified) | -7 | 106 | 7 | 8 | 9.0 | -1.4 | 1 | 7 | -2
Cc1ccc(Cn2c(=O)c3ccccc3n3c(CCC(=O)O)nnc23)cc1 | -3 | 104 | 1 | / | -0.1 | -0.3 | 1 | -8 | 4
O=C(COC(=O)c1ccc(OC(F)F)cc1)NCc1cccs1 | -3 | / | / | / | 0.8 | 0.1 | / | / | -5
Cc1ccc(OCC(=O)N2CCN(c3nnc(-c4ccccc4)c4ccccc34)CC2)cc1 | 1 | 93 | -8 | 9 | 2.9 | -2.0 | -2 | 3 | -6
COC(=O)c1cc(S(=O)(=O)NCCCN2CCCC2=O)cn1C | 4 | 109 | -9 | 5 | 0.3 | 1.2 | 8 | -2 | -2
COc1ccc2cc(/C=N/NC(=O)c3ccc(CN(c4ccc(C)c(C)c4)S(C)(=O)=O)cc3)c(Cl)nc2c1 | -9 | 98 | -1 | 6 | -0.4 | -0.9 | -1 | 0 | -5
O=C(NCCc1ccccn1)c1ccc(OC(F)F)cc1 | -5 | 103 | 2 | 1 | -0.2 | 0.8 | -2 | 1 | -2
O=C1OCCC1Sc1nnc(-c2ccc(F)cc2)n1Cc1ccccc1 (stereo unspecified) | -1 | 107 | 0 | 38 | 0.3 | -0.1 | -2 | 2 | 2
COc1ccccc1C(=O)NCCC(=O)N(C)Cc1cccnc1 | -3 | / | / | / | 0.4 | 0.5 | / | / | -6
O=C(CC1CCCC1)N1CCN(S(=O)(=O)c2ccc(F)cc2)CC1 | -10 | / | / | / | 0.6 | -0.5 | / | / | -1
COc1ccc(NC(=O)c2ccc3[nH]c(=O)c(=O)[nH]c3c2)c(OC)c1 | -3 | 94 | -3 | 7 | 0.0 | -0.2 | -3 | -9 | -10
COc1ccc(-n2c(SCC(=O)Nc3cc(C)on3)nc3c(c2=O)SCC3)cc1OC | -7 | 105 | 0 | 4 | 0.3 | -1.2 | 7 | -17 | -1
CN1CC(=O)N(CC(=O)NCCc2ccc(F)cc2)c2ccccc2C1=O | -5 | 109 | -12 | -1 | 0.9 | -0.3 | 11 | -18 | -6
O=C(COC(=O)c1ccc[nH]c1=O)NCCC1=CCCCC1 | 3 | / | / | / | 0.8 | 1.1 | / | / | -5
Cn1c(=O)c(C(=O)NCCc2ccccc2)c(O)c2ccccc21 | -3 | 111 | -13 | 21 | 1.4 | 3.5 | 11 | -12 | -3
CC1Sc2ccc(S(=O)(=O)N3CCC(C(=O)NCc4ccc(Cl)cc4)CC3)cc2NC1=O (stereo unspecified) | -7 | 93 | 0 | 8 | 7.1 | 4.1 | -3 | 13 | 0
N/C(Cc1cccc2ccccc12)=N\OC(=O)c1ccc2c(c1)OCO2 | 3 | 91 | -3 | 11 | -0.1 | 0.2 | -6 | -12 | -2
O=C(CC1CCCCC1)NCc1ccc(F)cc1 | 4 | 103 | 0 | 14 | 3.5 | 0.2 | 2 | -7 | -3
O=C1CSC(c2cccnc2)N1C1CCCCC1 (stereo unspecified) | 0 | 104 | -13 | 0 | 0.7 | 1.3 | 0 | 5 | 2

A draw from above in order of number of heavy atoms, largest number first:
SMILES | OXTR potentiator | MEKK2wt PB1 HTS | M18AAP inhibitor | NALP1 inh | V1aR counter | OXTR ag | MEKK2mut PB1 HTS | GPR7 antagonist | GalR3 antag
CC1Sc2ccc(S(=O)(=O)N3CCC(C(=O)NCc4ccc(Cl)cc4)CC3)cc2NC1=O (stereo unspecified) | -7 | 93 | 0 | 8 | 7.1 | 4.1 | -3 | 13 | 0
Cc1ccc(S(=O)(=O)Oc2ccccc2/C=N/NC(N)=S)cc1 | -9 | 97 | -5 | -3 | 1.3 | 2.8 | -3 | 16 | -16
O=C(COC(=O)c1ccc[nH]c1=O)NCCC1=CCCCC1 | 3 | / | / | / | 0.8 | 1.1 | / | / | -5

One compound at a time, as listed above.
CSc1cccc(N2CC(C(=O)N(Cc3nnc(-c4ccccc4Cl)o3)C3CC3)CC2=O)c1 (stereo unspecified) in the list: OXTR potentiator: -7; MEKK2wt PB1 HTS: 106; M18AAP inhibitor: 7; NALP1 inh: 8; V1aR counter: 9.0; OXTR ag: -1.4; MEKK2mut PB1 HTS: 1; GPR7 antagonist: 7; GalR3 antag: -2
COC(=O)c1cc(S(=O)(=O)NCCCN2CCCC2=O)cn1C in the list: OXTR potentiator: 4; MEKK2wt PB1 HTS: 109; M18AAP inhibitor: -9; NALP1 inh: 5; V1aR counter: 0.3; OXTR ag: 1.2; MEKK2mut PB1 HTS: 8; GPR7 antagonist: -2; GalR3 antag: -2
O=C(NCCc1ccccn1)c1ccc(OC(F)F)cc1 in the list: OXTR potentiator: -5; MEKK2wt PB1 HTS: 103; M18AAP inhibitor: 2; NALP1 inh: 1; V1aR counter: -0.2; OXTR ag: 0.8; MEKK2mut PB1 HTS: -2; GPR7 antagonist: 1; GalR3 antag: -2

Returning to the listing, repeating the 3 entries before the break.
SMILES | OXTR potentiator | MEKK2wt PB1 HTS | M18AAP inhibitor | NALP1 inh | V1aR counter | OXTR ag | MEKK2mut PB1 HTS | GPR7 antagonist | GalR3 antag
N/C(Cc1cccc2ccccc12)=N\OC(=O)c1ccc2c(c1)OCO2 | 3 | 91 | -3 | 11 | -0.1 | 0.2 | -6 | -12 | -2
O=C(CC1CCCCC1)NCc1ccc(F)cc1 | 4 | 103 | 0 | 14 | 3.5 | 0.2 | 2 | -7 | -3
O=C1CSC(c2cccnc2)N1C1CCCCC1 (stereo unspecified) | 0 | 104 | -13 | 0 | 0.7 | 1.3 | 0 | 5 | 2
NC(=O)C1=C[C@H](c2ccccc2)C[C@H](OCc2ccc(CO)cc2)O1 | -3 | 97 | -10 | 9 | 1.3 | 2.8 | 1 | 14 | 3
O=[N+]([O-])c1ccc(N2CCN(Cc3cccc([N+](=O)[O-])c3)CC2)cc1 | -13 | 112 | 0 | -14 | 4.0 | 0.2 | 9 | 37* | -11
COc1ccc(C2Nc3ccccc3C(=O)N2Cc2ccccc2)cc1Cn1nnc2ccccc21 (stereo unspecified) | -3 | 88 | 4 | -2 | -0.1 | -0.7 | -5 | 28* | -3
CC1(C)S[C@@H]2[C@H](NC(=O)COc3ccccc3)C(=O)N2C1C(=O)OCC1CCCCC1 (stereo partly specified) | -6 | 95 | / | / | -0.8 | -1.7 | -5 | / | -5
N#CC1=C(S)N(c2ccccc2)C(c2ccco2)NC1=O (stereo unspecified) | -6 | 68 | 5 | -6 | 0.2 | 0.9 | -14 | 1 | -7
COc1ccc(-c2cc(C(=O)Nc3cc(Cl)ccc3OC)no2)cc1 | -5 | 102 | -5 | -1 | 0.6 | -0.5 | 6 | -14 | -8
CCOc1ccc(N(CC(=O)N2CCOCC2)S(=O)(=O)c2ccc(Cl)cc2)cc1 | -7 | 92 | 9 | 1 | 1.2 | 0.2 | -5 | 7 | -10
CCOc1ccc(S(=O)(=O)N(C)c2ccc(OCC(=O)NCc3ccco3)cc2)cc1 | -12 | 101 | 2 | 18 | 2.0 | 1.9 | 4 | 5 | 0
CN1CCN(c2ccc(Cl)cc2NC(=O)c2ccc(S(=O)(=O)N(C)C)cc2)CC1 | -5 | 136* | -8 | 3 | 0.1 | 4.3 | 15 | -7 | 1
O=C(CCCN1C(=O)/C(=C/c2ccccc2Cl)SC1=S)NCCCN1CCOCC1 | -11 | 113 | 0 | -4 | 1.4 | 1.4 | 7 | 3 | 2
CCCCNC(=O)CSc1ccc(S(=O)(=O)N2CCOCC2)cn1 | -5 | / | / | / | 0.6 | 0.7 | / | / | -4
CCc1cc2c(NC3CCCC3)ncnc2s1 | -8 | 95 | -7 | 5 | 5.0 | 7.7 | -1 | -6 | -2
Cc1ccc(NC(=O)c2c(Cl)n(C)c3ccccc23)cc1 | -8 | / | 4 | 15 | -1.7 | -2.6 | / | 9 | -4
C/C(=C\c1ccc2c(c1)OCO2)C(=O)c1c(C)cc(C)[nH]c1=O | -9 | 93 | -10 | 17 | -0.3 | -0.6 | -9 | 4 | -2
COc1ccc(OC)c(C(=O)CC2OC(=O)c3ccccc32)c1 (stereo unspecified) | -10 | 110 | -1 | 6 | 0.4 | -0.8 | 5 | -7 | -6
CC(=O)/C=C\c1ccc(OC(=O)c2cccnc2)cc1 | 2 | 102 | -1 | -7 | -0.1 | 0.7 | 3 | 3 | -10
Cc1ccc(-c2nn(-c3ccccc3)cc2/C=N/NC(=O)c2ccc(Br)o2)cc1 | -14 | 93 | 1 | 15 | 0.9 | -0.5 | -3 | -19 | 7
COc1ccc(/C=C(\C#N)C(=O)OCC(=O)NCc2ccccc2)cc1 | -1 | 97 | -8 | 25 | 0.2 | -0.8 | -2 | -10 | -6
Cc1cc(S(=O)(=O)N2CCN(c3ccc(F)cc3)CC2)ccc1-n1cnnn1 | -5 | 102 | 3 | 17 | 4.5 | 3.1 | 6 | 11 | -4
CC(=O)Nc1ccc(S(=O)(=O)NNC(=O)c2sc(=S)n(C)c2C)cc1 | 0 | 98 | 12 | 13 | 1.2 | -1.1 | 14 | -10 | 2
Cc1cc(C)cc(OCC(=O)N2CCCCCC2)c1 | 6 | 109 | -1 | -13 | -1.1 | -1.9 | 6 | -12 | -4
Cc1cccc2c(N)c3c(nc12)CCCC3 (tested in a mixture with another compound) | / | 89 | 4 | -1 | / | / | -8 | -5 | -2
CC(C)(Nc1ccccc1)C(=O)c1ccccc1 | 6 | 100 | 2 | 42 | -0.8 | -2.2 | -2 | -20 | -3
N=C(N)SCc1cn2ccccc2n1 | -2 | 101 | -8 | 19 | -0.2 | -0.3 | 0 | -7 | -4
Cc1ccc(C)c2[nH]c(=O)c(CN(Cc3ccco3)C(=O)Nc3ccccc3)cc12 | 1 | 103 | 8 | 5 | -1.4 | -1.7 | 4 | 8 | /
COCc1nnc(NS(=O)(=O)c2c(C)cc(C)cc2C)s1 | 2 | 105 | -3 | -20 | 0.0 | 0.7 | 3 | 4 | -5
Cc1ccccc1NS(=O)(=O)c1ccc(Cl)cc1 | -12 | 90 | -3 | 16 | 3.1 | -2.0 | 3 | -5 | -4

Source: PubChem (several laboratories)
